Compound activity from PubChem BioAssay.
aSyn rescue: rescues yeast growth from alpha-synuclein toxicity | Yeast expressing alpha-synuclein, growth rescue, BacTiter-Glo, 24 h | Potency, µM (top dose mostly 46.1 µM), for inactives: top-dose growth rescue (activation), actives largely listed as activators | 370,000 compounds, 0.14% hits | AID 652106; note: potency is the fitted concentration of half-maximal effect; % of control where 0% means no effect; nearly all actives have a fitted effect of over 65% in size
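Galactose-induced alpha-syn yeast (OD600=0.02, raffinose-pregrown) + pinned cpd, 24 hr, 30 deg C; growth by BacTiter-Glo luminescence. Growth restoration scores as activation.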
FUS suppressor: rescues growth of FUS-expressing yeast; Potency, µM (top dose mostly 76.6 µM), for the others: top-dose growth rescue (activation), hits mostly activators; S. cerevisiae FUS-expressing, growth rescue, OD600, 24 h; 390,000 compounds, 0.24% hits; AID 1347120;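 note: potency is the fitted concentration of half-maximal effect; plate controls were DMSO vehicle for no effect and reference control for full effect; nearly all actives have a fitted effect of over 55% in size; some results filed as inactive show a strong effect at the top dose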
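Yeast expressing FUS under galactose induction, OD 0.005 in 2% galactose medium; compounds in a dilution series, 24 h at 30C. Growth rescue by absorbance at 600 nm; CP55940 positive control, DMSO negative.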
EPAC1 agonist: EPAC1 (human) agonism. EPAC1 agonist qHTS, biochemical assay; response scale: 100% = response to 6.5 mM cAMP. Potency, µM (series often up to 154 µM), inactives show at the top dose activation, actives largely listed as activators. 360,000 compounds, 0.073% hits. AID 720707; note: potency is the fitted concentration of half-maximal effect; nearly all actives have a fitted effect of over 60% in size
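Multi-concentration qHTS readout: loss of Rap1B-bound BODIPY-GDP fluorescence driven by 100 nM EPAC1 with excess GDP (50 uM), monitored kinetically at room temperature; agonist response expressed relative to 6.5 mM cAMP.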
Abeta rescue: compounds reversing amyloid beta toxicity in yeast; 410,000 compounds, 0.063% hits; Potency, µM (top dose mostly 46.1 µM), for inactives: at the highest dose growth rescue, actives largely listed as activators; yeast expressing A-beta42, growth rescue, OD600, 48 h; response scale: 0% DMSO, 100% iron-clioquinol control; note: potency is the fitted concentration of half-maximal effect; nearly all actives have a fitted effect of over 55% in size
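Growth rescue measured by 600 nm absorbance after 48 h yeast culture at 30 C with compound. Values normalized between DMSO and an equimolar ferric chloride plus clioquinol control.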
WRN inhibitor: inhibitors of human WRN helicase. Q14191. WRN helicase unwinding, fluorescent forked duplex, kinetic. Potency, µM (highest dose often 114 µM), without a hit: top-dose activity change, negative = inhibition, usual class: inhibitors. 360,000 compounds, 0.46% hits. AID 651768; note: potency is the fitted concentration of half-maximal effect; % is set by controls: 0 for no effect and ±100 for the full control effect; nearly all actives have a fitted effect of over 55% in size
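Primary qHTS, 1536-well format. 20 nM WRN + compound, 15 min RT; start with 100 nM forked fluorophore/quencher duplex, 2 mM ATP (final); kinetic read ex 525/em 598 nm.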
EPAC1 antagonist: EPAC1 (human) antagonism; 360,000 compounds, 0.14% hits; O95398; EPAC1 GEF assay, Rap1b-BODIPY-GDP exchange fluorescence; Potency, µM (titrated, usually from 115 µM), inactives show at the highest dose activity change, negative = inhibition, actives largely listed as inhibitors; AID 720709;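 note: potency is the fitted concentration of half-maximal effect; plate controls were vehicle for no effect and positive control for full effect; nearly all actives have a fitted effect of over 50% in size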
PI5P4K alpha inh: inhibitors of human PI5P4K alpha. AID 652105. P48426. max response, %. 330,000 compounds, 1.2% hits. PI5P4Kalpha enzyme, ADP-Glo luminescence, 60 min; stronger effect = lower value; active = max response of -50% or lower; inconclusive = between -30% and -50%; inactive = -30% or higher; note: value at the top dose of about 77 µM; % is set by controls: 0 for no effect and ±100 for the full control effect
Target sequence (P48426 whole entry, looked up): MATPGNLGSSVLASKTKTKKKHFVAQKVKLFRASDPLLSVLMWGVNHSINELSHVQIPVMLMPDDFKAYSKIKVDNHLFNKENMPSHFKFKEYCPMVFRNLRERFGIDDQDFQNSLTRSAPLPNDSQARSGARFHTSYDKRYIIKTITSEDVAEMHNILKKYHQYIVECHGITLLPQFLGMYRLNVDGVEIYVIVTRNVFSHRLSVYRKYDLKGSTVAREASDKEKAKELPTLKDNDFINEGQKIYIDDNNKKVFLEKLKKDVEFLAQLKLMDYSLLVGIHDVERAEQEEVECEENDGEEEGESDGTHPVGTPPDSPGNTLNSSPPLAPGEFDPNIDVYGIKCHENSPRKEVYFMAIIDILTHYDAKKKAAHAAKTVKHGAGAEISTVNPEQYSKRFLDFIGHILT
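qHTS, 1536-well: enzyme/substrate mix, compound by pin tool, 5 microM ATP final; RT 60 min; ADP-Glo reagents 1 (45 min) then 2 (30 min); luminescence.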
PLK1 PBD block: PLK1 (human) polo-box domain binding inhibition. Plk1 PBD binding of FITC phosphopeptide, fluorescence polarization. Potency, µM, for inactives: max response, negative = inhibition, actives largely listed as inhibitors. 360,000 compounds, 2.8% hits; note: potency is the fitted concentration of half-maximal effect; series mostly up to about 57 µM; % is set by controls: 0 for no effect and ±100 for the full control effect; nearly all actives have a fitted effect of over 65% in size
Target sequence (P53350 whole entry, looked up, the tested form may be a part): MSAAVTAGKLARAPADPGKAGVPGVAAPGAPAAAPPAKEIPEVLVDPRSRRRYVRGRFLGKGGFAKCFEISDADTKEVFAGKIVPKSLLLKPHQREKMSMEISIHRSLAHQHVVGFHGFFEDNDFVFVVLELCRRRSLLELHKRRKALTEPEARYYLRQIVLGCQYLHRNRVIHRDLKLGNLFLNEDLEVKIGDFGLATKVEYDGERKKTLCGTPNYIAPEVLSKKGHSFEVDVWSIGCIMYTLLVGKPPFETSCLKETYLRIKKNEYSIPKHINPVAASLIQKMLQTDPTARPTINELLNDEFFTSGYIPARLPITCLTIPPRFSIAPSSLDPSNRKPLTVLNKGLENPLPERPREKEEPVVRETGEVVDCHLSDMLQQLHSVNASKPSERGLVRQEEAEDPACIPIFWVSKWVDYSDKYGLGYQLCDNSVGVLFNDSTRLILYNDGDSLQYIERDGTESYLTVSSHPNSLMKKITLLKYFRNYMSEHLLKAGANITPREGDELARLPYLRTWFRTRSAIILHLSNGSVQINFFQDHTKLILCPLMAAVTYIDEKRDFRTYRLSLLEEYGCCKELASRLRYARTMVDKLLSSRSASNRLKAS
IL-2 act: activators of IL-2; 360,000 compounds, 0.065% hits; activation, % (series mostly up to about 46 µM); IL-2 activation reporter assay, cell-based qHTS; stimulated with anti-CD3/CD4/CD28 beads; in transgenic mouse T cells; in the data active = activation above about 50%; inconclusive = mostly about 30% to 49%; note: 0% is about no effect
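Using fluorescent plate cytometry, EGFP and DsRed are detected in transgenic mouse T cells stimulated 18 h at 37 degrees C with antibody-coated beads after 60 min compound pretreatment.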
Numbers without * were called inactive; ? = inconclusive; · = not tested or not shown; [ ] = dose if it differs, or a comment. Unless noted, calls come from the whole dose curve; as a rule, active = well fitted curve in the direction sought with a large enough effect; inconclusive = small, poorly fitted or top-dose-only effect, or another doubt; inactive = no such curve, though single readings can be large; an effect the other way counts as inactive or inconclusive.

SMILES	aSyn rescue	FUS suppressor	EPAC1 agonist	Abeta rescue	WRN inhibitor	EPAC1 antagonist	PI5P4K alpha inh	PLK1 PBD block	IL-2 act
Cc1ccc(SCC(=O)Nc2ccc(S(=O)(=O)Nc3nccs3)cc2)cc1	1%	·	0%	11%	-21%	-12%	-19	-28%	0.9
CSCCC(NC(=O)CCC(=O)OCC(=O)[C@@]1(O)CCC2[C@@H]3CCC4=CC(=O)C=C[C@]4(C)C3[C@@H](O)C[C@@]21C)C(=O)O (stereo not given in full)	-1%	17%	-4%	9%	5%	-14%	-1	-24%	-3.4
CN(C(=O)c1cccc(NC(=O)Cc2ccc(NC(=O)C3CCN(C(=O)CCc4ccccc4)CC3)cc2)c1)C1CCC1	0%	?	-24%	3%	2%	-3%	0	-1%	-0.6
Cc1ccc(S(=O)(=O)NC2OC(=O)C(Cl)=C2Cl)cc1 (stereo not given)	11%	22%	0%	-11%	-20%	-6%	-6	-25%	-0.1
COc1ccc2oc(=N)c(C(=O)NCc3ccccc3)cc2c1	4%	18%	8%	2%	-22%	-6%	-5	-28%	-0.3
CC1(C)C=C(c2ccc(O)cc2)CC(C)(C)N1	-4%	-5%	4%	6%	-3%	-4%	·	-1%	0.7
O=C(CCNC(=O)c1ccccc1)OCN1C(=O)c2ccccc2C1=O	2%	13%	4%	11%	-3%	-3%	-1	?	-1.8
COc1ccc(-c2cc3nc(C)cc(N4CCN(C(=O)c5cccnc5)CC4)n3n2)cc1	4%	21%	-2%	-2%	-6%	-26%	7	-14%	-0.9
CCCCN1C(=O)C(CC(=O)NCCCN(C)C)CC(C(=O)N2CCCCCC2)=C1C (stereo not given)	-3%	-5%	7%	-6%	-6%	0%	5	-5%	0.7
COc1cc(Br)c(-c2sc(Nc3ccccc3)n[n+]2-c2ccc(F)cc2)cc1OC	8%	?	0%	2%	10%	-24%	-24	-29%	-0.2
CCc1ccnc(NS(=O)(=O)c2ccc3c(c2)CCO3)c1	0%	-20%	11%	2%	6%	9%	-1	3%	0.1
O=C(CCCN1C(=O)CCC1=O)Nc1cccc(C(F)(F)F)c1	7%	-21%	4%	3%	5%	-5%	0	-15%	2.9
COc1ccc(CNc2ccc(S(=O)(=O)N3CCN(C)CC3)cn2)cc1OC	3%	-3%	-3%	-6%	-9%	-1%	-1	-2%	-0.6
O=C(Nc1cccc(-c2nc3ccccc3o2)c1)c1ccc(N2C(=O)C3C4C=CC(C4)C3C2=O)cc1 (stereo not given)	-9%	44%	3%	-3%	6%	12%	2	0%	-0.5
O=C(Nc1ccc(Br)cc1)Nc1ccccc1F	-10%	-11%	-2%	4%	-8%	-11%	-2	-10%	-3.1

Single records, as listed above. Values in the order: aSyn rescue | FUS suppressor | EPAC1 agonist | Abeta rescue | WRN inhibitor | EPAC1 antagonist | PI5P4K alpha inh | PLK1 PBD block | IL-2 act
CSCCC(NC(=O)CCC(=O)OCC(=O)[C@@]1(O)CCC2[C@@H]3CCC4=CC(=O)C=C[C@]4(C)C3[C@@H](O)C[C@@]21C)C(=O)O (stereo not given in full) across the screens: -1% | 17% | -4% | 9% | 5% | -14% | -1 | -24% | -3.4
Cc1ccc(SCC(=O)Nc2ccc(S(=O)(=O)Nc3nccs3)cc2)cc1 across the screens: 1% | · | 0% | 11% | -21% | -12% | -19 | -28% | 0.9
CN(C(=O)c1cccc(NC(=O)Cc2ccc(NC(=O)C3CCN(C(=O)CCc4ccccc4)CC3)cc2)c1)C1CCC1 across the screens: 0% | ? | -24% | 3% | 2% | -3% | 0 | -1% | -0.6

(further entries)
SMILES	aSyn rescue	FUS suppressor	EPAC1 agonist	Abeta rescue	WRN inhibitor	EPAC1 antagonist	PI5P4K alpha inh	PLK1 PBD block	IL-2 act
c1ccc(Nc2nc(-c3ccccc3)nc3ccccc23)cc1	-7%	5%	15%	5%	-4%	2%	18	0%	-0.5
O=C(NCC1CCCO1)c1cccc(S(=O)(=O)N2CCOCC2)c1 (stereo not given)	-2%	·	17%	-3%	-33%	-1%	4	-6%	-2.4
CN(C)C(=O)c1cccc(-c2cnc3c(NC=O)cc(-c4cc(F)c(F)c(F)c4)cn23)c1	-7%	19%	-2%	-6%	-12%	-16%	-13	-20%	0.0
CCCNC(=O)C1(C)CCN(C(=O)c2cc(F)ccc2C)C1 (stereo not given)	-3%	-17%	4%	0%	-1%	19%	0	-8%	2.4
Cc1cnc([N+](=O)[O-])n1CCOC(=O)NC(=O)c1ccccc1	-3%	16%	11%	-1%	4%	7%	-1	-19%	1.3
O=C(CSc1nncs1)NCCNC(=O)CSc1nncs1	5%	-15%	12%	-4%	-7%	-6%	0	-1%	-0.3
Cc1ccc2[nH]c(=O)c(CN(Cc3cccnc3)C(=S)NCCCN(C)C)cc2c1	4%	0%	10%	-9%	-3%	-17%	1	-6%	-1.5
Cc1cc(C)cc(N2CC(C(=O)NC3CCCCC3)CC2=O)c1 (stereo not given)	-1%	-6%	-1%	-14%	1%	-24%	-8	-9%	1.0
COc1ccc(/C=N/n2c(C)cc(C)c(C(N)=O)c2=O)cc1	-1%	-5%	8%	-18%	0%	0%	·	-10%	-0.3
O=C(CSc1nc2ccccc2[nH]1)N1CCN(c2ccccc2)CC1	3%	8%	-3%	27%	8%	9%	·	1%	-2.7
CCN(CC)S(=O)(=O)c1ccc(Nc2nc3ccccc3n3nnnc23)cc1	-2%	29%	-10%	1%	-12%	-8%	2	-8%	-1.2
COc1ccc(CCC(=O)Nc2cccc(S(=O)(=O)N3CCCC3)c2)cc1OC	0%	41%	-3%	-14%	-2%	-4%	3	-2%	0.2
O=C(Nc1nncs1)c1c(F)c(F)c(F)c(F)c1F	1%	10%	-7%	7%	3%	-2%	2	-20%	-0.2
O=C(Nc1ccc(OC(=O)c2ccco2)cc1)c1ccco1	-36%[inhibitor]	22%	0%	-47%[inhibitor]	-12%	2%	?	-11%	-2.7
O=c1nc2onnc2c(C=NO)[nH]1	0%	·	-4%	-11%	-1%	7%	?	1%	-4.7
COc1ccc(CN2CCC(C(=O)c3cccc(Cl)c3)CC2)cc1	3%	1%	17%	0%	-5%	8%	-4	0%	0.4
COc1ccc(-c2cn3cc(C(=O)NN)ccc3n2)cc1	0%	35%	3%	-6%	-8%	-14%	-16	-1%	0.2
O=[N+]([O-])c1cc(Br)ccc1NS(=O)(=O)c1ccccc1	-51%[inhibitor]	-6%	0%	-58%[inhibitor]	-2%	-8%	5	-1%	-0.5
CNc1nc(SC)nc(N2CCOCC2)n1	-17%	-3%	2%	1%	7%	12%	1	-15%	-1.5
CC(CN1CCOCC1)OC(=O)C(C)(c1ccccc1)c1ccccc1 (stereo not given)	10%	-14%	-3%	20%	-24%	-27%	2	-11%	0.2
O=C(CSc1nnc(-c2cccc(S(=O)(=O)N3CCCC3)c2)n1-c1ccccc1)Nc1cccc(C(=O)O)c1	0%	5%	-7%	4%	-7%	-14%	-22	?	-3.3
CC1CCN(C(=O)CN(C2CCCCC2)S(C)(=O)=O)CC1	-2%	2%	2%	-10%	4%	14%	-1	-3%	-0.2
C=CCn1c(-c2cccs2)nc2ccccc21	-9%	1%	10%	-8%	-8%	2%	2	-7%	1.1
COc1ccc(OCCC(=O)OCC(=O)NCc2ccc(F)cc2)cc1	7%	1%	-3%	-11%	-27%	-15%	-1	-6%	-2.8
NC(=O)C1CCN(C(=O)CCC(=O)c2ccc(Br)cc2)CC1	7%	18%	-6%	-7%	-8%	-18%	-9	10%	-2.5
Cc1cccc(NC(=O)c2c(-c3ccccc3)noc2C)n1	5%	-9%	5%	17%	5%	-12%	-4	-8%	-0.3
O=C1CCCC2=C1C(c1ccccc1O)C1=C(CCCC1=O)O2	8%	-7%	2%	4%	-4%	3%	-6	-10%	-0.1
O=C1CN(C(=O)CNC(=O)c2ccccc2Cl)c2ccccc2N1	-10%	8%	12%	-15%	3%	-6%	4	-10%	-0.2
CCOc1cccc2sc(NC(=O)c3ccc(Br)s3)nc12	-9%	-2%	-7%	3%	1%	5%	-23	9%	-1.8
COc1ccc(NC(=O)c2cc(C3CCCCN3C(=O)CCCc3ccccc3)on2)c(C)c1 (stereo not given)	-9%	35%	-11%	-15%	0%	-13%	-2	3%	-1.0
O=C1CC(c2ccco2)CC(O)=C1C=NCC1NCCc2ccccc21 (stereo not given)	8%	?	-3%	-7%	-22%[57.1 µM]	?	-20	-8%	-2.1
COc1ccc(/C=N/n2c(-c3ccc(C)cc3)n[nH]c2=S)cc1OC	-6%	15%	1%	-12%	-2%	-2%	0	-9%	0.3
C=CCc1c(C)nc(-c2ccccc2)nc1N/N=C(\C)c1ccc(N)cc1	-10%	·	-1%	-3%	-4%	?	7	-3%	-1.3
O=c1[nH]c(NCCO)nnc1Cc1ccccc1	-1%	-22%	-11%	·	0%	-7%	1	-8%	0.6
CSc1nc(=NC(C)=O)ss1	-26%	3%	-4%	-6%	-2%	11%	?	7.9µM*	-3.2
Cn1c(NCc2ccco2)nc2c1c(=O)n(Cc1ccc(Cl)cc1)c(=O)n2C	1%	-3%	-5%	19%	-16%	-7%	-2	-11%	0.4
COc1ccc(C(C)(C)C)cc1NC(=O)COC(=O)c1cc(SC)ccc1Cl	-1%	24%	9%	-18%	-36%[57.1 µM]	-14%	-7	-16%	0.0
CC(C)C(=O)Nc1cc2c(cc1C(=O)c1ccccc1)OCCO2	-11%	-6%	-4%	-6%	3%	4%	29	1%	0.6
CC(=O)N1CCN(C(=S)c2ccc(N(C)C)cc2)CC1	-32%[inhibitor]	-2%	-1%	2%	-4%[57.1 µM]	11%	·	21µM*	-0.3
C[C@H]1CN([C@@H](C)CO)C(=O)c2cccc(NC(=O)C3CC3)c2O[C@H]1CN(C)Cc1ccc(C(F)(F)F)cc1	4%	-10%	-1%	-15%	-9%	-16%	5	-12%	4.2
CCCOc1ccc2oc(=O)c3c(c2c1)CCCN3C(=O)CN1CCc2ccccc2C1	-4%	12%	-2%	6%	-5%	2%	1	-4%	-0.3
COCCNc1nc(N)c([N+](=O)[O-])c(NC2CCCCC2)n1	10%	4%	0%	?	3%	?	-8	-11%	-3.2
Cc1ccc(NC2=C(Cl)C(=O)OC2OC(=O)c2ccco2)cc1 (stereo not given)	6%	-3%	-2%	-4%	-5%	12%	·	-14%	-2.8
